Screens as filed in PubChem.
JMJD2A Tudor: inhibitors of human JMJD2A Tudor domain; AID 504339; 390,000 compounds, 4.4% hits; AlphaScreen JMJD2A-Tudor / H3K4me3 peptide binding; Potency, µM (top dose mostly 114 µM), inactives show at the top dose activity change, negative = inhibition, actives largely listed as inhibitors; O75164; note: % is set by controls: 0 for no effect and ±100 for the full control effect; nearly all actives have a fitted effect of over 50% in size
BLM inh: blocks DNA unwinding by human BLM helicase; P54132; recombinant BLM DNA unwinding, fluorescence dequenching; Potency, µM (doses to about 56.1 µM), for the others: at the highest dose activity change, negative = inhibition, most hits filed as inhibitors; 350,000 compounds, 0.2% hits; AID 2528;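 note: plate controls were vehicle for no effect and no enzyme for full effect; nearly all actives have a fitted effect of over 35% in size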
G9a block: blocks human histone lysine methyltransferase G9a. Q96KQ7. G9a H3K9 monomethylation, AlphaScreen, 2 h. Potency, µM (highest dose often 102 µM), for inactives: top-dose activity, negative = inhibition, hits mostly inhibitors. 350,000 compounds, 8.8% hits; note: % is set by controls: 0 for no effect and ±100 for the full control effect; nearly all actives have a fitted effect of over 75% in size
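G9a (20 nM) preincubated 15 min RT with compounds, then 500 nM biotinylated H3K9 peptide and 20 uM SAM added; 2 h RT reaction. Monomethyl-H3K9 product detected by AlphaScreen with anti-H3K9me1 antibody, streptavidin donor and anti-rabbit IgG acceptor beads.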
BAZ2B inh: blocks human BAZ2B; Q9UIF8; AlphaScreen BAZ2B-H3K14Ac peptide displacement; Potency, µM (top dose mostly 114 µM), without a hit: at the top dose activity change, negative = inhibition, hits mostly inhibitors; 360,000 compounds, 4.4% hits; AID 504333; note: % is set by controls: 0 for no effect and ±100 for the full control effect; nearly all actives have a fitted effect of over 60% in size
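Complex of BAZ2B and biotin-H3K14Ac (50 nM apiece) forms over 30 min at RT, then faces library compounds up to 110 uM for another 30 min; AlphaScreen beads added, 20 min dark incubation, luminescence read.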
PGK inhibitor: inhibitors of T. brucei phosphoglycerate kinase | P07378 | 380,000 compounds, 0.043% hits | PGK/GAPDH coupled, Kinase-Glo luminescence, 60 min | Potency, µM (doses to about 57.5 µM), for inactives: at the top dose activity change, negative = inhibition, actives largely listed as inhibitors; note: % is set by controls: 0 for no effect and ±100 for the full control effect; nearly all actives have a fitted effect of over 60% in size
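Luminescent ATP detection (Kinase-Glo Plus) follows a 60-minute room-temperature incubation, with wells lacking PGK as controls. Buffer: 100 mM TEA (pH 7.6), 5 mM MgCl2, 0.01% Tween-20. Coupling enzyme GAPDH (100 nM final) supplies unstable 1,3-BPG in-well.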
GLS inh: blocks human kidney-isoform glutaminase activity; O94925; GLS enzymatic activity, qHTS titration; Potency, µM (highest dose often 45.5 µM), without a hit: at the highest dose activity change, negative = inhibition, usual class: inhibitors; 410,000 compounds, 0.21% hits; AID 624170; note: % is set by controls: 0 for no effect and ±100 for the full control effect
Target sequence (O94925 whole entry, looked up, canonical isoform): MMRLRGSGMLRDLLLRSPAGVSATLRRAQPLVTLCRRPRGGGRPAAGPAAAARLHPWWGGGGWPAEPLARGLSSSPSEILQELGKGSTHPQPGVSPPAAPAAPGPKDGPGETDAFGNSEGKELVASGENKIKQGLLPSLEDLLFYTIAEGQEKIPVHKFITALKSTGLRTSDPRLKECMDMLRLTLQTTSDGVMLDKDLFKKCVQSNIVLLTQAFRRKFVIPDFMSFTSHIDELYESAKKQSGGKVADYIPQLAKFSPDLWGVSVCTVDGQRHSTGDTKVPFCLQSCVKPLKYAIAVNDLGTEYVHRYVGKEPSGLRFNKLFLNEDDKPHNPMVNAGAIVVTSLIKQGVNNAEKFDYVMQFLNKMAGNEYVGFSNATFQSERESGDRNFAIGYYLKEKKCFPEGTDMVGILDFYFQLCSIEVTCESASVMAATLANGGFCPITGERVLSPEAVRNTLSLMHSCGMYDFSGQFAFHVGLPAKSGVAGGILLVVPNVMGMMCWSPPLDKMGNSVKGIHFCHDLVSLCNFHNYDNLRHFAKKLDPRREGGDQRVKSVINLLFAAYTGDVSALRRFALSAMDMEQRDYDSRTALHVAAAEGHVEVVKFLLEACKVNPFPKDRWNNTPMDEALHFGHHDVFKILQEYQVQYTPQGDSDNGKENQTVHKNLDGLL
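Glutamate formation by hKGA was monitored fluorometrically using coupled glutamate oxidase, HRP and Amplex Red. Substrate was added as 1 mM L-glutamine solution; incubation was 30 min at RT after an initial read.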
HP1b binding inh: blocks HP1-beta chromodomain binding to methylated histone tails; P83916; AlphaScreen HP1-beta / biotin-H3K9me3 peptide binding; Potency, µM (titrated, usually from 114 µM), inactives show at the top dose activity change, negative = inhibition, most hits filed as inhibitors; 390,000 compounds, 0.56% hits; AID 540317; note: nearly all actives have a fitted effect of over 70% in size; inactives centre near 23
Target sequence (P83916 whole entry, looked up): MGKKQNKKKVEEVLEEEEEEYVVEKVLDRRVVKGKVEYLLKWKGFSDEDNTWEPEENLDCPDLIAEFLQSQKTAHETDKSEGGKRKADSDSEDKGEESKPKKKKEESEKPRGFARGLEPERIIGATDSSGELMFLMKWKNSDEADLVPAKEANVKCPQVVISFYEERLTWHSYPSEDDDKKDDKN
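Compound inhibition of the preformed complex between 50 nM HP1-beta and 50 nM biotinylated H3K9me3 peptide was read by AlphaScreen. Buffer was PBS pH 7.4 with 0.01% Tween-20. Incubations ran 30 min at room temperature, with 10 ug/mL donor/acceptor beads.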
POLI inh: DNA polymerase iota (human) inhibition. Potency, µM (titrated, usually from 115 µM), for inactives: top-dose activity, negative = inhibition, hits mostly inhibitors. Q9UNA4. Pol iota fluorescent replication assay, 10 min. AID 588590. 390,000 compounds, 1% hits
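Pol iota at 10 nM preincubated 15 min with compounds at room temperature; reaction started with fluorescent substrate, 50 nM final. Fluorescence read kinetically at 0 and 10 min; buffer-only wells as negative control.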
Pin1 inh: human Pin1 inhibition | Pin1 FP peptide displacement, HiFluor488, 10 min | Potency, µM (highest dose often 115 µM), for inactives: at the highest dose activity, negative = inhibition, most hits filed as inhibitors | 390,000 compounds, 0.009% hits; active = well fitted inhibition curve with a large enough effect in the polarisation, with a control signal flat, not every such curve was filed as active; inconclusive = small, poorly fitted or top-dose-only effect, or effect the other way, or a change in a side signal; inactive = no such curve, though single readings can be large or run the other way; the % refers to the polarisation; note: % is set by controls: 0 for no effect and ±100 for the full control effect
Target sequence (Q13526 whole entry, looked up): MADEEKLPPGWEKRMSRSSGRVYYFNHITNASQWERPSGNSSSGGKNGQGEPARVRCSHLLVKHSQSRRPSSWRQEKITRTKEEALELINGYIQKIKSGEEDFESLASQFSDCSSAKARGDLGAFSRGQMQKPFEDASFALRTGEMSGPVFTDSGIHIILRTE
* = called active by the depositor; i = inactive; ? = inconclusive; nt = no result given; & = joins results of further samples; [ ] = dose if it differs, or a comment. Unless noted, calls come from the whole dose curve; as a rule, active = well fitted curve in the direction sought with a large enough effect; inconclusive = small, poorly fitted or top-dose-only effect, or another doubt; inactive = no such curve, though single readings can be large; an effect the other way counts as inactive or inconclusive. Potency is the fitted concentration of half-maximal effect.

Compound | JMJD2A Tudor | BLM inh | G9a block | BAZ2B inh | PGK inhibitor | GLS inh | HP1b binding inh | POLI inh | Pin1 inh
CC(NC(=O)[C@H](C)NC(=O)C1CC(=O)N(c2ccc3c(c2)OCO3)C1)c1ccccc1 (some centres undefined) | 3.6% | 1.1% | 24.8% | -7.9% | 0.0% | 8.7% | 27.8% | 30.8%[activator] | -17.8%
Cc1ccc(S(=O)(=O)Nc2cc(=O)[nH]c(SCC(=O)Nc3ccccc3C(F)(F)F)n2)cc1 | -17.9% | 0.6% | ? | -12.8% | -3.2% | 10.3% | -1.7% | 83.7%[activator] | -8.8%
CCC12C(=O)C(CC)(C(c3ccccc3)=C1c1ccccc1)[C@@H]1C(=O)N(c3ccccc3)C(=O)C12 (some centres undefined) | -25.3% | -5.2% | 8.9%[59 µM] | -3.4% | i | -8.1% | 14.5% | -7.5% | 5.5%
CCN(CC)Cc1c(C(=O)N/N=C/c2ccco2)nnn1-c1nonc1N | -10.3% | 0.1% | -7.7% | -17.7% | 4.8% | 31.8%[activator] | 51.0%[activator] | -0.1% | 4.6%
Cc1ccc(S(=O)(=O)CCSC(=N)N)cc1 | 13.1% | 0.6% | ? | -11.0% | i | 63.2%[activator] | 45.8%[activator] | 30.6%[activator] | 2.8%
Cc1[nH]n(-c2ccc(F)cc2)c(=O)c1C=Nc1ccc(S(=O)(=O)N(C)C)cc1 | -7.4% | -7.5% | 19.6%[59 µM] | 0.7% | 2.4% | 7.5% | 26.6% | 12.0% | 0.1%
COc1ccc(N2CCN(C3CCCN(S(=O)(=O)c4ccc(C)cc4C)C3)CC2)cc1 (centres undefined) | 31.6µM* | -1.6% | 35.5µM* | 25.1µM* | -5.1% | 27.0% | ? | 73.4%[activator] | -8.2%
O=C(c1n[nH]c2ccccc12)N1CCN(c2ccc(F)cc2)CC1 | -15.4% | -1.3% | 5.1% | -39.0% | -0.6% | -10.3% | 28.7% | 156.0%[activator] | -2.7%
COc1ccc(OC)c(S(=O)(=O)N/N=C\c2cn(CC(N)=O)c3ccccc23)c1 | -12.5% | 0.2% | nt | -14.5% | 2.1% | -6.8% | 14.7% | 11.5% | 1.0%
Cc1nc2cc(NC(=O)NCc3ccc4c(c3)OCO4)ccc2o1 | -12.3% | 0.0% | 16.8%[59 µM] | -4.0% | nt | 4.4% | 25.9% | 4.6% | ?
CCc1nc2ccccc2c(C(=O)OCC(=O)N2CC(C)OC(C)C2)c1C (centres undefined) | -8.1% | nt | -28.3% | 9.2% | 9.2% | 3.1% | 20.7% | -1.1% | -5.0%
Clc1ccc(Oc2nc(Oc3ccc(Cl)cc3)nc(N3CCOCC3)n2)cc1 | 1.5% | -8.9% | 7.4%[12.7 µM] | 4.1% | -7.3% | 5.8% | 38.9% | 11.0% | -4.7%
O=C(CCS(=O)(=O)c1ccc(Br)s1)Nc1c(F)cccc1F | -11.3% | -1.7% | -36.9%[59 µM] | 2.3% | i | -1.8% | 28.0% | -9.7% | 6.6%
Cc1noc(C(=O)NCc2ccc(F)cc2)c1Cl | -12.8% | -0.4% | 21.9% | 0.0% | -9.0% | -7.2% | 44.5%[activator] | 16.7% | -2.0%
COc1ccc(C)cc1NC(=O)COC(=O)CCC(=O)c1cccs1 | -10.1% | nt | -5.2%[12.7 µM] | -2.6% | 2.2% | 0.3% | 33.1% | 18.8% | -1.0%
Fc1cc(F)c(F)c(SCn2cc(Br)cn2)c1F | 22.1% | nt | 11.7% | 15.1% | -3.8% | -2.4% | 54.5%[activator] | -9.8% | -6.9%
CC1(C)Oc2ccc3ccc(=O)oc3c2/C(=C/NCCO)C1=O | -30.6% | -2.0% | 35.5µM* | ? | 0.9% | 1.7% | 11.0% | -5.4% | 1.1%
Oc1ccc(Br)cc1/C=N/n1c(COc2ccccc2)n[nH]c1=S | ? | -4.8% | 28.2µM* | -9.4% | -3.0% | 13.6% | ? | -22.2% | 2.5%
Cc1ccc(-n2c(=O)c3sccc3n(Cc3cc(=O)n4ccccc4n3)c2=O)cc1 | 5.1%&0.7% | -1.6%&-10.8% | 8.8%&11.6%[59 µM] | 2.6%&-4.6% | -7.9%&-8.2% | -1.0%&4.0% | 42.1%&21.3%[activator] | 0.4%&15.4% | ?
COc1cccc(-c2ccnc3[nH]n(-c4ccccc4)c(=O)c23)c1 | -2.7%&-14.2% | -1.7%&-4.0% | -24.2%[59 µM] | 3.1%&-19.5% | -3.8% | -1.4%&2.9% | 29.7%&9.4% | 61.2%&7.2%[activator] | -2.3%&-2.7%
Cc1c(NC(=O)C(C)OC(=O)CC2Sc3ccccc3NC2=O)c(=O)n(-c2ccccc2)n1C (centres undefined) | 2.1% | -9.8% | 14.2%[59 µM] | 1.8% | -2.2% | nt | 14.4% | 14.9% | -0.4%
CCCN(C(=O)c1cn(CC)c2nc(C)ccc2c1=O)c1c(N)n(Cc2ccccc2)c(=O)[nH]c1=O | 7.5% | -4.8% | -22.8% | -13.4% | 10.9% | 2.2% | 48.0%[activator] | 119.4%[activator] | -9.9%
Cc1cc(C)cc(NC(=S)N(CCN(C)C)Cc2cccs2)c1 | -8.7% | -0.6% | -1.3%[59 µM] | -15.9% | 4.8% | -23.4% | 30.4% | 79.3%[activator] | -2.3%
NS(=O)(=O)c1ccc(CCNc2nc(CN3CCOCC3)nc3sc4c(c23)CCC4)cc1 | -23.4% | 1.7% | 12.6µM* | -29.6% | -9.7% | 10.0% | 21.1% | 7.3% | -0.8%
CCCCOP(=O)(c1ccc(N(C)C)cc1)C(O)c1cc(OC)c(OC)c(OC)c1 (centres undefined) | -16.3% | -0.7% | nt | -3.2% | -7.6% | -1.1% | 8.9% | 39.7%[activator] | -10.4%
CC(NC(=O)COc1ccc(Br)cc1)C1CCCO1 (centres undefined) | -4.2% | -1.6% | -5.9% | -3.6% | -2.1% | 0.0% | 30.7% | 1.5% | -3.7%
CCCCNC(=S)NNC(=O)c1ccoc1C | 0.0% | 1.4% | 2.2% | -3.9% | i | -0.1% | 42.6%[activator] | 3.9%[58.9 µM] | -2.1%
CCCCCCCCCCCC(=O)NC(Cc1ccc(OC)c([N+](=O)[O-])c1)C(=O)O (centres undefined) | -23.1% | -3.1% | 28.2µM* | -26.3% | -1.0% | 0.0% | 9.3% | 21.0% | ?
CC(=O)N1CCN(S(=O)(=O)c2cccc(C(=O)Nc3nccs3)c2)CC1 | -15.0% | 1.3% | ? | -14.1% | -5.9% | 0.8% | 29.4% | -13.4% | 2.3%
Cc1ccccc1OCCC(=O)Nc1cccc(S(=O)(=O)Nc2ccccc2Cl)c1 | -17.6% | -10.3% | 7.1%[59 µM] | -1.5% | -2.9% | -0.7% | 31.4% | 3.2% | -3.5%

With a hit mark in JMJD2A Tudor (from the list above):
Compound | JMJD2A Tudor | BLM inh | G9a block | BAZ2B inh | PGK inhibitor | GLS inh | HP1b binding inh | POLI inh | Pin1 inh
COc1ccc(N2CCN(C3CCCN(S(=O)(=O)c4ccc(C)cc4C)C3)CC2)cc1 (centres undefined) | 31.6µM* | -1.6% | 35.5µM* | 25.1µM* | -5.1% | 27.0% | ? | 73.4%[activator] | -8.2%

Next part.
Compound | JMJD2A Tudor | BLM inh | G9a block | BAZ2B inh | PGK inhibitor | GLS inh | HP1b binding inh | POLI inh | Pin1 inh
Cc1ccc(NC(=O)CCN2CCCCC2)cc1 | 6.8% | -8.9% | ? | -9.3% | -6.3% | -8.2% | 10.6% | -14.5% | 2.2%
CC(C(=O)Nc1ccc(F)c(F)c1F)N1CCCCCC1 (centres undefined) | 6.2% | -3.8% | -0.8% | 10.8% | 8.0% | 3.0% | 25.3% | -14.5% | -1.8%
Cc1cccc(C(=O)NNC(=O)c2ccc(S(=O)(=O)N3CCOCC3)cc2)c1 | -1.4% | 0.2% | -1.4% | 3.7% | -2.1% | 1.6% | 25.9% | 42.9%[activator] | -2.6%
C=CCN1C(=O)C(Cc2ccc(SC(F)F)cc2)SC1=Nc1ccc(C(=O)O)cc1 (centres undefined) | -1.7% | 0.4% | -25.4% | nt | i | -5.4% | 39.1%[activator] | 110.6%[activator] | 2.0%
COc1cc2cc(/C=C/C(=O)c3ccco3)c(Cl)nc2cc1OC | -30.3% | -4.5% | ? | -23.1% | -10.7% | -11.6% | -6.2% | 29.3% | ?
Cc1cnc(C(=O)N2CCCC(N3CCN(c4ccccc4C)CC3)C2)cn1 (centres undefined) | -6.2% | 1.7% | 14.3% | -0.3% | 2.8% | 3.0% | 36.3% | 25.7% | -1.5%
COc1ccc(CC(=O)N2CCN=C2SCc2ccc([N+](=O)[O-])cc2)cc1 | -22.8% | -4.2% | ? | -38.3% | -1.2% | 13.7% | 10.0% | 6.4% | -0.6%
COc1ccc2c(CC(=O)Nc3ncc(C)s3)coc2c1 | -13.0% | 0.1% | ? | -17.3% | -1.7% | 10.8% | 2.5% | 3.8% | 18.9%
CCOc1ccccc1N=C1NC(=O)CS1 | 2.7% | -4.2% | -7.4% | -6.5% | -9.9% | 2.7% | 11.6% | -3.3% | 16.6%
Cc1cc(Nc2cc(Cl)ccc2C)n2nc(-c3ccccc3)nc2n1 | -1.6% | 2.5% | -18.6%[59 µM] | 5.0% | -8.2% | 3.9% | 39.3%[activator] | -6.3% | 1.0%
CCN(CC)CCN1C(=O)C(=O)/C(=C(/O)c2c(C)[nH]c(C(=O)OC)c2C)C1c1ccc(OC)cc1 (centres undefined) | -23.0% | -3.6% | 79.4µM* | -8.5% | 12.0% | -7.4% | 16.2% | 7.5% | -2.0%
CCc1ccc(OCC(=O)Nc2ccc(Cl)c(-c3nc4cc(C)cc(C)c4o3)c2)cc1 | 9.7% | -10.5% | 6.7%[59 µM] | 13.0% | i | -5.9% | 48.1%[activator] | 10.1% | -1.9%
O=C(CCCn1c(=O)[nH]c2cc(Cl)ccc2c1=O)NC1CCCCCCC1 | -15.0% | -2.5% | 13.5%[59 µM] | -34.6% | -8.8% | -0.8% | 20.9% | 12.5% | -0.4%

An excerpt. The share of hits here may be higher or lower than overall.
